A549 viability: A549 cytotoxicity, counter-screen for Nrf2 inhibitors; A549 ARE-Fluc cells, CellTiter-Fluor viability, 18-24 h; 0.16% of 390,000 active; Potency, µM (series often up to 46 µM), for inactives: at the highest dose activity change, negative = cytotoxicity, usual class: inhibitors; also: potency is read from the fitted curve at half-maximal effect; % is scaled to controls: 0 for no effect and ±100 for the full control effect
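A549 ARE-Fluc cells in 5% FBS OPTI-MEM, 5000 cells/well, rested 2 h then exposed to compounds in concentration-response for 18-24 h at 37 °C. Viability by CellTiter-Fluor fluorescence (Ex 405/Em 525) after 30 min; luciferase luminescence (BugLite, 15 min, RT) read afterwards.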
Nrf2 ARE act: activators of Nrf2 (ARE) signaling; AREc32 ARE-luciferase reporter (MCF7-derived line), luminescence, 24 h; Potency, µM (titrated, usually from 46.1 µM), for inactives: top-dose activation, usual class: activators; 0.31% of 410,000 active; AID 624171; also: potency is read from the fitted curve at half-maximal effect; % of control where 0% means no effect; nearly all actives have a fitted effect of over 65% in size
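AREc32 cells carrying an ARE-driven firefly luciferase, 1000 cells/well in OPTI-MEM with 5% FBS, dosed after overnight attachment and incubated 24 hr at 37 deg C. Steady-Glo luminescence read after 30 min at RT.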
IL-1B inflam inh: inhibitors of inflammasome signaling (IL-1 beta secretion); THP-1 LPS/ATP IL-1B secretion, AlphaLISA, 16 h; stronger effect = lower value; activity change, % at 57.5 µM; 4.7% of 360,000 active; in the data active = activity change below about -50%; inconclusive = mostly about -30% to -49%; also: % is scaled to controls: 0 for no effect and ±100 for the full control effect
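Secreted IL-1B measured by AlphaLISA bead assay after 16 h compound exposure of THP-1 cells; compounds (final up to 57.5 uM) added 1 h before LPS (250 ng/mL) and ATP (1.25 mM) stimulation; lower signal means less secretion.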
HepG2 viability: kills HepG2 cells in TGF-b inhibitor counter-screen. HepG2 CAGA-GFP viability, ATP luminescence, 18 h. Potency, µM (titrated, usually from 46.1 µM), for inactives: at the top dose activity change, negative = cytotoxicity, actives largely listed as cytotoxic. 0.76% of 410,000 active. AID 588856; also: potency is read from the fitted curve at half-maximal effect; some results filed as inactive show a strong effect at the top dose
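CellTiter-Glo luminescence gave cytotoxicity after 18 hours at 37 degrees C. The cells were HepG2 CAGA-GFP in 1% FBS DMEM, stimulated with 500 pg/mL TGF-beta after compound addition. %Activity was normalised to no-cell wells (complete cell-killing) and DMSO (no toxicity), and curves were fitted and classified.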
S2 tox: viability counter-screen for ATXN expression inhibitors | S2 cells (HEK-293 line with an ATXN2-luciferase reporter) viability, CellTiter-Fluor protease fluorescence, 24 h | Potency, µM (highest dose often 56.7 µM), actives largely listed as cytotoxic | 0.49% of 400,000 active | AID 651635; also: potency is read from the fitted curve at half-maximal effect; nearly all actives have a fitted effect of over 40% in size
Nrf2 inh: inhibitors of Nrf2 signaling. 2.1% of 360,000 active. AID 504444. A549 ARE-Fluc reporter, luciferase luminescence, 18-24 h. Potency, µM (series often up to 46 µM), inactives show at the highest dose activity change, negative = inhibition, usual class: inhibitors; also: potency is read from the fitted curve at half-maximal effect; % is scaled to controls: 0 for no effect and ±100 for the full control effect; nearly all actives have a fitted effect of over 60% in size
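Reporter: ARE-Fluc in A549. Exposure: 18-24 h, 37 °C, 5% CO2, 5% FBS OPTI-MEM. Readouts: fluorescent cytotoxicity (CellTiter-Fluor), then luminescent Nrf2 signal after BugLite.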
TGFb SMAD3 inh: inhibitors of TGF-b signaling. HepG2 CAGA-GFP TGF-b/SMAD3 reporter, GFP fluorescence, 18 h; TGF-beta stimulated, 500 pg/mL final. Potency, µM (titrated, usually from 46.1 µM), for the others: top-dose activity, negative = inhibition, most hits filed as inhibitors. 1.2% of 410,000 active; also: potency is read from the fitted curve at half-maximal effect; % is scaled to controls: 0 for no effect and ±100 for the full control effect; nearly all actives have a fitted effect of over 65% in size
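Using HEPG2 CAGA-GFP reporter cells at 1000 cells/well, we pinned test compounds, stimulated with recombinant TGF-beta (500 pg/mL final) and measured total well GFP after 18 h.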
ATXN2 expr inh: ATXN2 expression inhibition; HEK-293 ATXN2-luciferase reporter, luminescence, 24 h; 0.72% of 360,000 active; Potency, µM (doses to about 57 µM), for inactives: at the top dose activity change, negative = inhibition, hits mostly inhibitors; AID 1745845; also: potency is read from the fitted curve at half-maximal effect; % is scaled to controls: 0 for no effect and ±100 for the full control effect; nearly all actives have a fitted effect of over 55% in size
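qHTS (up to 57 uM final) was run with 24 h compound exposure of reporter cells at 37 °C. Each well was multiplexed: SteadyGlo luminescence measured ATXN2-luciferase expression after a fluorogenic Gly-Phe-AFC viability readout (25 uM final).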
MCF10A rerep: DNA re-replication induction in MCF 10a cells; Potency, µM (titrated, usually from 46.1 µM), without a hit: top-dose activity, positive = re-replication, most hits filed as activators; AID 624296; MCF 10A DNA re-replication, Hoechst nuclear intensity, 48 h; 2.9% of 350,000 active; also: potency is read from the fitted curve at half-maximal effect; % of control where 0% means no effect; nearly all actives have a fitted effect of over 50% in size
* = called active by the depositor; i = inactive; ? = inconclusive; . = not tested or not shown; [ ] = remark or other dose. Unless noted, calls follow the shape of the dose curve; as a rule, active = well fitted curve in the direction sought with a large enough effect; inconclusive = small, poorly fitted or top-dose-only effect, or another doubt; inactive = no such curve, though single readings can be large; an effect the other way counts as inactive or inconclusive.

[1] CCOC(=O)c1cnn(-c2nc(-c3cccc(F)c3)cs2)c1C(F)(F)F
[2] Cc1ccc(OCC(O)Cn2c(N3CCCCC3)nc3c2c(=O)[nH]c(=O)n3C)cc1C (stereo not given)
[3] COc1cc2c(cc1OC)CN(C(=O)c1ccc(N3CCCC3)c([N+](=O)[O-])c1)CC2
[4] COc1cc(NS(=O)(=O)c2ccc(N/C=C(\C=O)c3nc4cc(Cl)ccc4o3)cc2)nc(OC)n1
[5] O=C(NC1CCCC1)C(c1ccccc1)N(Cc1ccco1)C(=O)Cc1cccs1 (stereo not given)
[6] N#C/C(=C\c1c(N2CCCCCC2)nc2ccccn2c1=O)C(=O)NCc1ccco1
[7] COc1ccc2c(c1)cc(C(=O)N[C@@H](CCSC)C(=O)N1CCC(C(=O)O)CC1)n2C
[8] c1ccc(Oc2cccc(OCCCCSc3ncccn3)c2)cc1
[9] c1ccc(-n2c(-c3ccncc3)nnc2-c2ccco2)cc1
[10] CNC(=O)c1ccccc1-c1ccccc1

Compound	1	2	3	4	5	6	7	8	9	10
MCF10A rerep	6%	3%	8%	21µM*	-6%	?	2%	18%	10%	2%
IL-1B inflam inh	-7	0	-56*	44	-13	?	1	-11	-4	19
TGFb SMAD3 inh	15%	-17%	?	19%	-16%	-14%	8%	-4%	-3%	0%
S2 tox	i	i	?	i	i	?	i	i	i	i
HepG2 viability	-21%	-15%	-2%	-45%	-3%	5%	7%	-3%	-1%	1%
A549 viability	-5%	-1%	?	-5%	-6%	?	-4%	11%	-3%	-7%
Nrf2 inh	?	-7%	?	21%	-6%	-1%	13%	14%	-9%	2%
ATXN2 expr inh	6%	-1%	-21%	9%	2%	2%	0%	7%	-5%	2%
Nrf2 ARE act	3.0%	-0.2%	0.2%	13%	-0.7%	1.8%	-1.0%	-0.5%	-0.6%	0.3%

[11] COc1ccc(/C(O)=C2/C(=O)C(=O)N(CCN3CCOCC3)C2c2cccnc2)cc1OC (stereo not given)
[12] COc1cc(C(C)=O)ccc1OCC(=O)c1cc(C)n(C2CC2)c1C
[13] O=C(O/N=C1\C(=O)N(c2ccccc2)c2ccccc21)C1CC1
[14] C=CCN1CCN(c2ccncc2S(=O)(=O)N2CCN(C)CC2)CC1
[15] COC(=O)c1ccccc1S(=O)(=O)Oc1ccc(-c2ccc(C(=O)O)cc2)cc1
[16] COc1ccccc1C(CCN(Cc1ccccc1)C(C)=O)c1ccco1 (stereo not given)
[17] COC(=O)c1ccc(-c2cc3onc(-c4ccccc4)c3c(=O)n2C)cc1
[18] Cc1ccccc1N(CC(=O)NCC1CCCO1)C(=O)CNS(=O)(=O)c1ccc(F)cc1 (stereo not given)
[19] CCOc1ccc(-c2nnn(CC(=O)Nc3cc(OC)cc(OC)c3)n2)cc1OCC
[20] CCCC(C(=O)NCc1ccco1)N(C(=O)CNS(=O)(=O)c1ccccc1)c1ccc(OC)cc1 (stereo not given)

Compound	11	12	13	14	15	16	17	18	19	20
MCF10A rerep	-18%	0%	-1%	.	-4%	?	?	?	10%	3%
IL-1B inflam inh	40	-19	-8	-8	-99*	-17	10	-12	10	-12
TGFb SMAD3 inh	0%	-8%	13%	-1%	-5%	-17%	5%	-4%	-19%	-8%
S2 tox	i	i	i	i	i	i	i	i	i	i
HepG2 viability	-7%	-21%	-1%	-10%	-30%	17%	1%	8%	-60%	-5%
A549 viability	-1%	-3%	1%	.	-3%	0%	-1%	-5%	-14%	-4%
Nrf2 inh	.	16%	0%	.	6%	0%	?	6%	?	-5%
ATXN2 expr inh	1%	18%	-22%	.	4%	?	57%[activator]	-1%	-12%	15%
Nrf2 ARE act	-0.7%	2.3%	-0.3%	0.1%	2.8%	-0.1%	0.5%	0.1%	-0.1%	0.8%

Rewritten with values under each structure: part of the list above.
Results follow in this order: MCF10A rerep, IL-1B inflam inh, TGFb SMAD3 inh, S2 tox, HepG2 viability, A549 viability, Nrf2 inh, ATXN2 expr inh, Nrf2 ARE act
[17] COC(=O)c1ccc(-c2cc3onc(-c4ccccc4)c3c(=O)n2C)cc1
→ ?, 10, 5%, i, 1%, -1%, ?, 57%[activator], 0.5%
[18] Cc1ccccc1N(CC(=O)NCC1CCCO1)C(=O)CNS(=O)(=O)c1ccc(F)cc1 (stereo not given)
→ ?, -12, -4%, i, 8%, -5%, 6%, -1%, 0.1%

Following part
[21] CN(Cc1ccco1)C(=O)C1CCCN(c2ncnc3c2nc2n3CCCCC2)C1 (stereo not given)
[22] CC(=O)N/C(=C\c1ccccc1)C(=O)OCc1ccc(F)cc1
[23] CCOC(=O)N1CCN(C(=O)c2ccc(Cl)c(NC(=O)c3cccs3)c2)CC1
[24] CCn1c(SCC(=O)Nc2ccc(C(=O)OC)cc2)nc2cccnc21
[25] CC(C)[C@H](NC(=O)c1ccccc1)C(=O)OCC(=O)c1ccccc1F
[26] COc1ccc2c(c1OC)C(=O)N(c1nc(SC)n[nH]1)C2=O
[27] Cc1ccc(N(CC(=O)NCC2CCCO2)C(=O)CCC(=O)Nc2nccs2)cc1C (stereo not given)
[28] O=c1[nH]c(SCCc2ccccc2)nc2c1CCC2
[29] CC1Cc2cc(S(=O)(=O)NCc3ccc(Cl)cc3)ccc2N1C(=O)C1CCC1 (stereo not given)
[30] Cc1nc2ccccc2c(=O)n1NC(=O)Cc1ccc(Br)cc1

Compound	21	22	23	24	25	26	27	28	29	30
MCF10A rerep	-1%	7%	-2%	0%	0%	8%	6%	.	.	2%
IL-1B inflam inh	38	-13	-19	-16	-10	-6	9	-5	.	14
TGFb SMAD3 inh	-4%	-10%	-6%	-1%	-8%	-5%	2%	-5%	?	-2%
S2 tox	i	i	i	i	i	i	i	i	i	i
HepG2 viability	2%	-8%	-5%	-10%	-10%	0%	12%	-6%	-19%	-1%
A549 viability	6%	1%	-6%	-1%	0%	-9%	-9%	.	3%	-2%
Nrf2 inh	-15%	-4%	-2%	-18%	-1%	-12%	23%	.	?	1%
ATXN2 expr inh	.	19%	-13%	-2%	-3%	-1%	-4%	1%	2%	2%
Nrf2 ARE act	2.9%	0.2%	6.1%	-0.1%	0.6%	-0.1%	-0.8%	1.3%	-0.2%	0.7%

The closing 2 records of the section above open the next one.
[29] CC1Cc2cc(S(=O)(=O)NCc3ccc(Cl)cc3)ccc2N1C(=O)C1CCC1 (stereo not given)
[30] Cc1nc2ccccc2c(=O)n1NC(=O)Cc1ccc(Br)cc1
[31] CCc1cc(SC#N)cc(C)c1NC(=O)CCl
[32] CCOC(=O)C1=C(C)N(C)C(=S)NC1c1ccc(Cl)cc1Cl (stereo not given)
[33] N#CCSc1nnc2c(Cl)cc(Cl)cn12
[34] CCOC(=O)c1cnc2c(Cl)cc(Cl)cc2c1NCCOCCO
[35] O=S1(=O)CC(O)C(N(CCO)C(=S)Nc2ccccc2)C1 (stereo not given)
[36] O=C(COC(=O)c1ccc(OC(F)F)cc1)NCCNC(=O)COC(=O)c1ccc(OC(F)F)cc1
[37] CCOCCc1nn2c(=O)cc(COC(=O)c3ccc4c(c3)OCO4)nc2s1
[38] CC1CCCCC1NC(=O)COc1ccccc1C#N (stereo not given)
[39] Clc1ccc(-c2noc(CSc3nnc(Cc4cccs4)n3-c3ccccc3)n2)cc1
[40] Fc1ccc(-n2nnnc2-c2ccccc2Cl)cc1

Compound	29	30	31	32	33	34	35	36	37	38	39	40
MCF10A rerep	.	2%	16µM*	8%	0%	-4%	0%	1%	.	-1%	?	-9%
IL-1B inflam inh	.	14	-101*	-18	7	-21	22	5	.	6	0	31
TGFb SMAD3 inh	?	-2%	7.1µM*	?	13%	1%	10%	0%	10%	4%	?	1%
S2 tox	i	i	?	i	i	i	i	i	i	i	?	i
HepG2 viability	-19%	-1%	-88%	-6%	1%	-16%	23%	-1%	13%	1%	-10%	-10%
A549 viability	3%	-2%	?	7%	-9%	-10%	0%	0%	2%	0%	-8%	-5%
Nrf2 inh	?	1%	?	?	-6%	-16%	-1%	10%	?	?	16µM*	-3%
ATXN2 expr inh	2%	2%	?	-2%	-4%	-10%	17%	-1%	7%	8%	?	0%
Nrf2 ARE act	-0.2%	0.7%	12%	6.5%	-0.6%	-0.5%	-0.6%	-1.2%	1.7%	-0.5%	-0.1%	0.0%[9.22 µM]

[41] COc1ccc(-c2nc(C#N)c(N3CCC(C)CC3)o2)cc1
[42] CCCCN(CC)CCNC(=O)c1cn(-c2ccc(Cl)cc2)c(=O)c2ccccc12
[43] COc1ccc(-c2nc(C#N)c(NCCCn3ccnc3)o2)cc1OC
[44] CCc1cccc(C)c1NC(=O)c1cccnc1
[45] Cc1c(N=Cc2ccc(Cl)o2)c(=O)n(-c2ccccc2)n1C
[46] CSc1nc(N)nc(SCC(=O)C23CC4CC(CC(C4)C2)C3)c1C#N

Compound	41	42	43	44	45	46
MCF10A rerep	17%	?	15%	0%	27%	9%
IL-1B inflam inh	-52*	0	-4	16	-2	-21
TGFb SMAD3 inh	-10%	-8%	2%	-24%	-2%	?
S2 tox	i	i	?	i	i	i
HepG2 viability	-23%	-19%	-2%	5%	-2%	-4%
A549 viability	22%	1%	2%	-2%	-10%	-19%
Nrf2 inh	4%	1%	?	0%	-8%	.
ATXN2 expr inh	-3%	-13%	33%[activator]	-4%	-3%	3%
Nrf2 ARE act	-0.6%	0.7%	4.7%	-0.7%	0.3%	0.8%
